# Screening data as filed in PubChem BioAssay.
# MCL1-BIM inh: inhibitors of MCL1 binding to BIM-BH3, primary screen, biochemical, fluorescence polarization; Induced myeloid leukemia cell differentiation protein Mcl-1 (Homo sapiens), Q07820; GST-MCL1 / FITC-Bim-BH3 fluorescence polarization; inhibition, % at 10.9 µM; 0.68% of 320,000 active;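 active = inhibition above the mean inhibition of all tested compounds plus 3 SD, set per campaign, cut at about 40% in these data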;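 note: 0% = DMSO wells and 100% = unlabeled Bim-BH3 peptide control; higher means more loss of mP so more displacement of Bim peptide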
# PAFAH1B2 FP inh: PAFAH1B2 enzyme inhibitors, primary screen, biochemical, fluorescence polarization, human. recombinant PAFAH1B2, FP-rhodamine activity probe. AID 492953, 2010. 1.2% of 340,000 active. inhibition, % at 3.39 µM. Platelet-activating factor acetylhydrolase IB subunit alpha2 (Homo sapiens), P68402;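 active = inhibition above the mean of all tested compounds plus 3 SD, cut at about 24% in these data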;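 note: 0% = enzyme with DMSO and 100% = wells lacking PAFAH1B2; many of its hits are not listed in these tables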
# MEX-5 binding: MEX-5 zinc finger RNA-binding disruptors – biochemical, C. elegans, fluorescence polarization, MLPCN library, primary screen; 0.38% of 300,000 active; Zinc finger protein mex-5 (Caenorhabditis elegans), Q9XUB2; MEX-5/FITC-TCR2 RNA binding; hits give low values; activity score (negative = inhibition of binding), % at 10 µM;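 active = inhibition past about -25% in most replicates, and total fluorescence under double the plate's negative control median, limit read from the data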;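 note: 0% = DMSO and -100% = 5 µM competing unlabeled TCR2 RNA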
# PME-1 inh: PME-1 inhibitors via competitive probe labeling, primary screen, biochemical, fluorescence polarization, FP-Rh probe, HTS; recombinant PME-1; inhibition, % at 5.9 µM; AID 2130, 2009; 0.53% of 320,000 active;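 active = inhibition above the campaign mean of all compounds plus 3 SD, cut at about 26% in these data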;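 note: competitive labeling of PME-1 active site by serine hydrolase directed probe; 0% = PME-1 with DMSO and 100% = wells lacking PME-1 enzyme; inhibitors block probe labeling so polarization falls and inhibition rises; many of its hits are not listed in these tables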
# Bcl-xL primary: inhibitors of human Bcl-xL, primary screen, biochemical, fluorescence polarization, HTS; Bcl-2-like protein 1 (Homo sapiens), Q07817; GST-Bcl-xL / FITC-Bim BH3 peptide fluorescence polarization; inhibition, % at 10.9 µM; 0.7% of 320,000 active;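 active = inhibition above the mean of all tested compounds plus 3 SD, cutoff set per campaign, cut at about 30% in these data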;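 note: 0% = DMSO wells and 100% = unlabeled Bim-BH3 peptide competitor; inhibitors lower millipolarization by displacing the labeled peptide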
# Target sequence (Q07817 whole entry, looked up): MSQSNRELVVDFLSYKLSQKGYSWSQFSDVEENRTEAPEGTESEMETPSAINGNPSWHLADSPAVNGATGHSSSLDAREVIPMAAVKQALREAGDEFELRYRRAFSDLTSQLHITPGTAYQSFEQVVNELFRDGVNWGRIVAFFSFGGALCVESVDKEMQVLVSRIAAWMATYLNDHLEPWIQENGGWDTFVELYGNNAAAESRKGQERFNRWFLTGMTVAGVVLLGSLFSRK
# AHR activator: AHR activators, primary screen, cell-based, luminescence, luciferase reporter, human; 2.5% of 320,000 active; Aryl hydrocarbon receptor (Homo sapiens), P35869; activation, % at 5 µM; AHR-responsive luciferase reporter cells; in the data active = activation above about 47%;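 note: 0% = vehicle wells and 100% = reference agonist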
# Target sequence (P35869 whole entry, looked up): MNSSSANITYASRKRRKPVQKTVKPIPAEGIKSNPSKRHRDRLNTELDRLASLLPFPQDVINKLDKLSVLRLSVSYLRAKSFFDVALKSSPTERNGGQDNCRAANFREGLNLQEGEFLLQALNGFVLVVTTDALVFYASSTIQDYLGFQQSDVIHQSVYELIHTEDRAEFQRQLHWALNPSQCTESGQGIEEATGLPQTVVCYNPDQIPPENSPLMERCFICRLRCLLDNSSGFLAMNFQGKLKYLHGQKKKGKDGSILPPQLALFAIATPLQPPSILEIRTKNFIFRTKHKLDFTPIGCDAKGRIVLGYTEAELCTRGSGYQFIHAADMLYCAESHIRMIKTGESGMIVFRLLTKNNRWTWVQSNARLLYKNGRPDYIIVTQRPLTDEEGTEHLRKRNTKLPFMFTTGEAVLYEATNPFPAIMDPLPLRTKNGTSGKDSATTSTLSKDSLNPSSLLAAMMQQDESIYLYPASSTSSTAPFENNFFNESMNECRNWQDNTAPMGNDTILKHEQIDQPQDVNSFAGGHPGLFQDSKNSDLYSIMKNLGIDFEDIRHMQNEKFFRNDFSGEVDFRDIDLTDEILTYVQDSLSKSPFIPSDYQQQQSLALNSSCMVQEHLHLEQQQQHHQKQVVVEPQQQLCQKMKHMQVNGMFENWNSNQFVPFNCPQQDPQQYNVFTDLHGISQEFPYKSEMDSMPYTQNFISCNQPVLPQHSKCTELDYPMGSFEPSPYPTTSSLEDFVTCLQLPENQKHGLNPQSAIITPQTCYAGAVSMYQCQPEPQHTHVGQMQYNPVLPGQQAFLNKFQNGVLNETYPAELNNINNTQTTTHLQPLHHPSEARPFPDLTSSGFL
# GLD-1 TGE inh: GLD-1/TGE RNA complex disruptors, primary screen, biochemical, fluorescence polarization; 0.44% of 320,000 active; AID 2280, 2010; Female germline-specific tumor suppressor gld-1 (Caenorhabditis elegans), Q17339; inhibition, % at 5.96 µM; purified GLD-1 + fluorescein TGE RNA;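 active = percent inhibition above a per-plate cutoff, the plate mean of test compounds plus 3 SD, cut at about 30% in these data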;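 note: 0% = DMSO wells with GLD-1 and probe and 100% = wells lacking GLD-1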
# Fam108B inh: mouse Fam108B serine hydrolase inhibitors, primary screen, counter-screen for RBBP9 inhibitor project, biochemical, fluorescence polarization | inhibition, % at 9.51 µM | recombinant Fam108B, FP-Rh probe fluorescence polarization | AID 1947, 2009 | 0.33% of 300,000 active;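 active = inhibition above the screen mean inhibition plus 3 SD, computed separately per campaign, cut at about 18% in these data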;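 note: inhibitors lower polarization as less probe binds the enzyme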
# pPAFAH FP inh: pPAFAH enzyme inhibitors, primary screen, biochemical, fluorescence polarization, human. Platelet-activating factor acetylhydrolase (Homo sapiens), Q13093. recombinant pPAFAH, FP-rhodamine probe fluorescence polarization. inhibition, % at 3.39 µM. 1.5% of 330,000 active;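 active = inhibition above the mean inhibition across the screen plus 3 SD, cut at about 25% in these data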;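 note: inhibitors block binding of the rhodamine activity-based probe so polarization drops; 0% = enzyme with DMSO and 100% = wells lacking pPAFAH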
# An asterisk follows results filed as active; . = no result given. These rows are one share of the data, so the mix of outcomes need not match the whole.
SMILES,MCL1-BIM inh,PAFAH1B2 FP inh,MEX-5 binding,PME-1 inh,Bcl-xL primary,AHR activator,GLD-1 TGE inh,Fam108B inh,pPAFAH FP inh
O=Cc1c(-[n+]2ccccc2)nc([O-])n1-c1ccccc1,6,-2,0.6,-2,2,2,-3,0,-6
COCCn1nnnc1C(c1ccccc1)N1CCN(C)CC1 (stereo not given),3,2,-0.7,-4,6,5,2,-2,-2
Cc1ccc(CNC(=O)[C@H](C)[C@H]2C[C@]2(C)[C@H](NC(=O)OCc2ccccc2)c2ccccc2)o1,6,-1,-0.6,-4,2,4,5,-3,13
O=C(COC(=O)[C@H](Cc1ccccc1)NC(=O)c1ccco1)Nc1ccccc1OC(F)F,.,-4,.,.,.,0,3,.,4
Cc1cc(Nc2ccccc2O)c2ccccc2n1,5,.,0.4,-5,7,-3,7,3,7
O=C(c1ccccc1)N(C1=NCCCCS1)c1ccccc1,9,-1,-0.7,-4,7,0,3,-1,6
Cc1cc(-c2nnc(SCC(=O)Nc3ccccc3C(F)(F)F)o2)c(C)n1-c1ccccc1,0,4,0.1,0,2,-2,-5,-6,9
CC(C)[C@H](NC(=O)N1CCn2c1nc1ccccc12)C(=O)N[C@H](C(=O)O)c1ccccc1,6,4,2.3,0,6,1,-4,-2,3
Nc1ccc(-c2c3ccc(=O)cc-3oc3cc(O)ccc23)c(C(=O)O)c1,78*,9,.,3,86*,-1,16,.,8
CCC1(C)Cc2ccccc2-c2c1c(=O)n(Cc1ccccc1)c1nnnn21 (stereo not given),8,7,1.3,0,4,1,-11,6,-4
O=C(COC(=O)C12CC3CC(CC(C3)C1)C2)Nc1nccs1,-1,6,-0.3,5,0,0,-4,-2,2
Cc1cccc(NC(=O)COC(=O)c2cccc3c2C(=O)c2ccccc2C3=O)c1C,8,4,1.0,41*,16,39,1,5,31*
O=C(COC(=O)Cn1cnc2ccccc21)NCCc1ccc(Cl)cc1,-5,10,2.5,-4,5,1,6,2,4
Cc1ccccc1NC(=O)Cn1c(NCC(C)O)nc2ccccc21 (stereo not given),-2,-4,2.8,1,6,0,5,-1,-2
COc1ccc(C2=NNC(=O)CC2)cc1,6,5,-1.4,-2,5,1,8,3,2
COc1ccc(-n2c(C)c3c(OC)cccc(=O)c3c2C)cc1,4,5,-2.8,13,9,0,6,1,21
CC1CCCCN1C(=O)COC(=O)c1cc([N+](=O)[O-])ccc1N (stereo not given),-1,5,2.1,1,2,-3,1,1,-2
O=C(c1ccc(COc2ccc(Cl)cc2)cc1)N1CCCCC1,-1,15,-1.7,-1,-2,9,6,3,6
CC(C)c1nc(SCC(=O)N2CCOCC2)c2c(=O)n(C)c(=O)n(C)c2n1,-4,6,-2.3,0,1,-3,1,1,3
NC(=O)c1nnsc1Sc1c(C(N)=O)nnn1-c1cccc(N)c1,-8,6,-1.4,2,-6,3,-2,5,6
Cc1cc(-c2ccco2)n(CC(=O)NCCCc2ccccc2)n1,4,0,-0.4,-4,0,-2,4,2,-2
COCCn1c(SCC(=O)N2CCCCCC2)nc2c(c1=O)SCC2,3,0,0.1,2,4,0,-3,-5,-4
COc1cccc(COCC(O)Cn2cnc3cc(C)c(C)cc32)c1 (stereo not given),-2,11,1.5,8,0,1,0,0,4
CC1(c2ccccc2Cl)NC(=O)N(CC(=O)c2ccc3c(c2)OCO3)C1=O (stereo not given),-4,0,-0.3,0,2,2,6,-1,0
C#CCOCCOCCOCCNc1nc(N2CCN(C(=O)Cn3cc(CCCCN)nn3)CC2)nc(N2CCN(C(=O)[C@H](CCCCN)n3cc(CCC(=O)O)nn3)CC2)n1,27,-2,.,0,-1,0,5,0,5
COc1ccc(CCCc2nnc(SCC(=O)Nc3ncc(C)s3)o2)cc1,-6,-1,-1.5,-1,-2,5,5,-2,7
O=C(CSc1n[nH]c(-c2ccccc2)n1)Nc1ccccc1O,2,-1,0.9,-3,2,8,5,-5,4
COC(=O)Cc1ccc(NC(=S)NCc2ccc(Cl)cc2)cc1,8,7,2.5,2,4,-2,5,3,10
COc1ccc(-c2c3c(=O)n(C)c(=O)n(C)c3cn2-c2cc(OC)ccc2OC)cc1,-11,2,3.3,0,0,2,6,-3,13
CCCn1c(SCC(=O)Nc2nc(C)c(C(=O)OC)s2)nnc1C(C)C,-5,6,1.8,-2,-5,4,8,-2,0
O=C(Nc1ncc([N+](=O)[O-])s1)C1COc2ccccc2O1 (stereo not given),9,3,3.0,7,8,6,4,-4,0
COc1ccc(Cc2noc(CN(C)CC3CCN(Cc4ccccc4)CC3)n2)cc1OC,6,5,-0.7,6,5,-1,-5,6,-2
COc1ccccc1NC(=O)CSc1nc(O)cc(=O)[nH]1,2,2,-0.4,3,2,2,4,0,1
Cc1cc(N2CCN(Cc3cn(C)nc3-c3ccccc3F)CC2)cc(C)n1,0,1,2.1,-2,4,1,-10,-1,7
COc1ccc2c(c1)CC/C2=N\OC(=O)c1cccc(C)c1,-2,8,-3.9,-9,6,2,4,-6,4
CCn1c2ccccc2c2cc(/C=N/NC(=O)c3cc(O)cc(O)c3)ccc21,2,0,-17,-35,3,6,1,-12,7
Cc1c(NC(=O)CSc2nnc(Nc3ccccc3)s2)c(=O)n(-c2ccccc2)n1C,2,5,0.4,-9,5,-1,-3,-2,5
Cc1nc(C(=O)NNC(=O)c2ccccc2)c(C(F)(F)F)o1,-3,-1,-1.1,-2,3,-2,8,0,9
CCN(CC)S(=O)(=O)c1ccc(C)c(NC(=O)COC(=O)c2ccc(C)c(S(=O)(=O)N3CCOCC3)c2)c1,5,1,-2.4,51*,5,-1,1,-6,14
COc1ccc(C(=O)c2c[nH]c(C(=O)NCc3cccnc3)c2)cc1,-2,-2,-0.1,-3,7,34,6,9,-2
O=C(COC(=O)/C=C/c1cccc(C(F)(F)F)c1)NC1CCCCCC1,-2,1,.,0,6,0,3,.,-4
Nc1c(C(=O)N/N=C/c2ccc([N+](=O)[O-])cc2)sc2nnc(-c3ccccc3)c(-c3ccccc3)c12,2,.,0.2,2,1,-1,8,-3,2
C=CCN1CCc2c(cc(O)c(O)c2Br)[C@@H](c2ccccc2)C1,11,4,-8.1,-10,-1,-1,-2,4,0
Cc1ccn(C)c(=N)c1,-14,11,-1.5,0,-2,0,-3,2,1
O=C(OCCc1cc2ccccc2c(=O)o1)c1ccc(C(F)(F)F)cc1,8,6,.,-2,5,-3,3,.,4
Clc1ccc(CNc2nc(N3CCOCC3)nc(N3CCOCC3)n2)cc1,-1,12,-4.4,3,1,9,9,4,5
COc1ccc(C(CNC(=O)c2ccc(NS(=O)(=O)c3ccc(F)c(C)c3)cc2)N(C)C)cc1 (stereo not given),3,5,2.5,3,0,1,-6,1,8
COC(=O)C(C)(C(=O)OC)c1ccc([N+](=O)[O-])cn1,4,2,2.8,-6,8,0,5,3,1
CNS(=O)(=O)c1cccc(C(=O)OCc2cc(C(C)=O)ccc2OC)c1,-2,-1,0.6,3,0,1,5,-1,1
CCOC(=O)C1CCN(c2ncnc3cc(OC)c(OC)cc23)CC1,4,3,-0.1,-6,2,1,-7,2,7
# The list goes on.
SMILES,MCL1-BIM inh,PAFAH1B2 FP inh,MEX-5 binding,PME-1 inh,Bcl-xL primary,AHR activator,GLD-1 TGE inh,Fam108B inh,pPAFAH FP inh
O=C(c1ccc(N2CCN(C(=O)c3ccc(F)cc3F)CC2)cc1)c1cccc(F)c1,-1,8,2.6,-1,-4,7,2,-2,-3
CCCCNC(=S)Nc1cccc(C(C)=O)c1,5,3,1.1,-2,6,6,3,-2,-6
COc1ccc(S(=O)(=O)NCCc2ccccc2)c2cccnc12,2,3,1.5,-1,-2,-1,-3,0,2
Cc1ccc(C)c(OCc2cc(C(=O)N3CCN(c4ccccc4)CC3)no2)c1,1,1,-2.2,0,3,14,3,-1,6
COc1ccc(CNC(=O)c2cccnc2SC)cc1OC,-8,8,0.1,2,-3,2,-5,4,0
Cc1ccccc1C(=O)OC1OC(=O)C(Cl)=C1Nc1ccccc1 (stereo not given),-2,.,1.9,9,5,1,7,4,2
CCCCN(CC)C(=O)c1ccccc1Oc1ccccc1,-6,-1,0.3,11,0,-1,-2,2,3
O=C(Nc1ccc(S(=O)(=O)N2CCOCC2)cc1)C1CCCCC1,2,1,0.9,3,5,2,8,1,3
Cn1c(NC(=O)/C=C/c2ccccc2)cc(=O)n(C)c1=O,-8,-5,1.5,-2,2,78*,7,1,1
Cc1cc(-c2csc(NC(=O)c3ccc(=O)[nH]c3)n2)c(C)n1Cc1ccccc1,-3,7,0.7,16,3,-1,6,11,31*
COc1ccccc1CNC(=O)Cn1ccc2cc(S(=O)(=O)N3CCCC3)ccc21,0,5,-2.1,11,2,2,-8,2,4
O=C(NC1=NCCS1)c1sc2cc(F)ccc2c1Cl,-9,3,-1.1,2,0,14,-1,-1,0
Cc1ccc(-c2nc(-c3ccccn3)no2)cc1[N+](=O)[O-],12,2,1.1,-2,5,-4,2,3,4
COc1ccc(/C=C2/Sc3ccc(C(=O)NCCCN4CCOCC4)cc3NC2=O)cc1OC,28,6,-6.7,15,24,12,4,-4,18
CSc1nc(N2CCOCC2)c2c(c1C#N)CC(C)(C)OC2,1,4,-0.6,7,-1,0,-8,0,2
CC(C)C1COC(c2cccc3ccccc23)=N1 (stereo not given),0,2,0.4,-8,4,31,-8,4,-4
COc1ccc(OCC(=O)N2CCN(C(=O)c3ccco3)CC2)cc1,-2,-1,-1.3,5,-5,3,-2,0,8
COC(=O)[C@H](C)NC(=O)Nc1ccc(S(N)(=O)=O)cc1,-2,7,-1.6,-1,-9,-2,-6,-2,5
COc1ccccc1N1CCN(CCCNC(=O)Nc2ccccc2)CC1,-2,-4,0.2,4,1,3,5,-2,5
Cc1cc(C)cc(-c2nc(-c3ccncc3)no2)c1,5,2,2.5,1,7,3,-5,6,9
CN1CCN(S(=O)(=O)c2ccc(NC(=O)c3ccco3)cc2)CC1,0,9,0.9,-11,-3,6,4,-6,-2
COCCn1c(N)c(N(Cc2ccccc2)C(=O)c2cc3ccccc3o2)c(=O)[nH]c1=O,1,-1,0.2,-3,-1,1,8,-1,1
COc1ccc(-c2nc3c4ccccc4ccn3c2CN2CCOCC2)cc1OC,2,9,-1.5,5,5,58*,4,0,2
OCC1(CCOc2ccccc2)CCN(C2Cc3ccccc3C2)CC1,5,-1,3.4,-3,0,8,4,-1,5
O=C(c1ccccn1)C1CCCN(Cc2nc(Cc3cccc(F)c3)no2)C1 (stereo not given),5,-1,-0.9,-4,3,3,-2,-1,-4
COc1cc(OC)cc(-c2c(-c3cccs3)c3cc(-c4ccc(SC)cc4)ccc3n2C)c1,5,-5,.,2,4,0,-12,.,14
Cc1ccc(N2C(N)=NC(N)=NC2(C)C)c(C)c1,-5,3,-0.7,3,3,-2,0,-2,-2
